RmlCD inh mix: RmlC and RmlD coupled enzyme inhibitors, primary screen, biochemical, 384-well, compound mixtures, retest; RmlC/RmlD coupled enzyme inhibition, 384-well mixture HTS; inhibition, % at 5.5 µM; 0.39% of 110,000 active; AID 1532, 2009; in the data active = inhibition above about 30%, passing the limit was not always enough; inconclusive = no clear call, values can overlap the other calls; also: strong numbers were not always called active
RT RNaseH block: HIV-1 RT RNase H inhibitors, primary screen, biochemical, fluorescence | 1.9% of 65,000 active | Gag-Pol polyprotein (Human immunodeficiency virus type 1 group M subtype B (isolate … | inhibition, % at 10 µM | RT-RNase H RNA/DNA duplex cleavage; in the data active = inhibition above about 50%
Numbers without * were called inactive; ? = inconclusive; . = no result given.

SMILES	RmlCD inh mix	RT RNaseH block
Cn1c(SCc2ccc(Br)cc2)nnc1-c1ccncc1	-6	-4
O=C(OCc1ccccc1)c1cccc(-c2nnn(Cc3ccccc3)n2)c1	5	.
O=C(c1cc2ccccn2n1)N1CCN(c2ccccn2)CC1	7	-3
CNC(=O)c1cccn1-c1ccsc1C(=O)OC	-14	.
COc1ccccc1NC(=O)COc1ccc(Br)cc1CO	2	.
CCN1CCCC1CNC(=O)CS(=O)(=O)Cc1nc(-c2ccccc2C)oc1C (centres undefined)	-7	3
CCOCCCn1c(=O)c(NC(=O)c2ccc(OCC)cc2)c2n(c1=S)CCCCC2	9	.
CC(C)N(C(=O)CSc1nc2ccccc2n1Cc1ccccc1)C(C)C	4	.
Cc1ccccc1-n1c(=O)/c(=C\c2ccco2)s/c1=C(/C#N)C(=O)Nc1ccccc1	1	1
O=c1c2cc(Br)ccc2nc(-c2cccc(C(F)(F)F)c2)n1O	2	.
Cn1c(=O)oc2cc(S(=O)(=O)NCc3ccco3)ccc21	-7	4
Cc1ccc(Cn2ncc3c(NCCCN4CCOCC4)ncnc32)cc1	6	-5
CS(=O)(=O)Nc1cccc(C(=O)CC2(O)C(=O)Nc3ccccc32)c1 (centres undefined)	7	-4
COc1cccc(C2=NO[C@@H]3C(=O)N(c4ccc5c(c4)OCCO5)C(=O)[C@H]23)c1OC	47	-5
Cc1ccccc1OCc1nc2ccccc2c(=O)n1NC(=O)c1ccco1	2	-3
CCCCn1c(Cc2ccccc2)nnc1SCC(=O)N1CCOCC1	0	.
Nc1c(NCCN2CCOCC2)c2ccccc2oc1=O	7	-9
Cc1ccccc1-c1nc(CS(=O)(=O)CC(=O)NCCCN2C(C)CCCC2C)c(C)o1 (centres undefined)	-12	-6
O=C(O)C1=C[C@@H](c2ccc(C(F)(F)F)cc2)C[C@@H](OCCCCO)O1	-13	.
CCNC(=O)N1c2ccc(OC)cc2C(C)=CC1(C)C	2	-3

Structural class: those above with a carbonyl joined to an NH by a bond outside any ring
SMILES	RmlCD inh mix	RT RNaseH block
CNC(=O)c1cccn1-c1ccsc1C(=O)OC	-14	.
COc1ccccc1NC(=O)COc1ccc(Br)cc1CO	2	.
CCN1CCCC1CNC(=O)CS(=O)(=O)Cc1nc(-c2ccccc2C)oc1C (centres undefined)	-7	3
CCOCCCn1c(=O)c(NC(=O)c2ccc(OCC)cc2)c2n(c1=S)CCCCC2	9	.
Cc1ccccc1-n1c(=O)/c(=C\c2ccco2)s/c1=C(/C#N)C(=O)Nc1ccccc1	1	1
Cc1ccccc1OCc1nc2ccccc2c(=O)n1NC(=O)c1ccco1	2	-3
Cc1ccccc1-c1nc(CS(=O)(=O)CC(=O)NCCCN2C(C)CCCC2C)c(C)o1 (centres undefined)	-12	-6
CCNC(=O)N1c2ccc(OC)cc2C(C)=CC1(C)C	2	-3

Continued.
SMILES	RmlCD inh mix	RT RNaseH block
O=C(NCc1cccnc1)c1cccc(S(=O)(=O)N2CCCCC2)c1	-9	-3
Cc1ccccc1N1CC(=O)N(c2ccccc2C)CC1=O	-7	.
c1ccc(-c2noc(-c3ccc4ccccc4c3)n2)nc1	-21	-32
CC(=O)Nc1cccc(OCC(O)Cn2c(C)nc3ccccc32)c1 (centres undefined)	-5	.
COCCn1c(C)cc2c(c1=O)C(c1ccccc1F)C(C#N)=C(N)O2 (centres undefined)	1	-7
COC(=O)c1ccc(NC(=O)Cn2nnc3ccccc32)cc1	3	-3
CC(C)(C)C(=O)/C=c1\[nH]c(=O)/c(=C\c2ccc(C#N)cc2)s1	-2	1
CCc1cc2ccc(OC)cc2nc1SCC(=O)Nc1cc(C)on1	6	12
O=C(Cc1cccs1)Nc1nc2c(ccc3ccccc32)s1	-14	.
Cc1ccc2c3c(c(SCC(=O)Nc4nonc4C)nc2c1)CCCC3	9	6
Cc1nc2sc(C(c3ccco3)N3CCN(c4ccc(F)cc4)CC3)c(O)n2n1 (centres undefined)	5	-1
Cn1c(CCNC(=O)c2ccccc2)nc2ccccc21	11	11
O=C(N/N=C1/CN2CCC1CC2)c1cccc(O)c1	7	.
Cc1ccccc1-n1c(C)nnc1SCc1nc2ccccc2s1	8	0
CCCN1C(=O)c2cc(C(=O)O)ccc2C1O (centres undefined)	-10	-25
CN(Cc1ccccc1)c1ccc(S(=O)(=O)N2CCOCC2)cn1	-1	.
O=S(=O)(c1ccccc1)c1nc(-c2ccco2)oc1NCc1ccco1	28	-24
CC(CN1CCCCC1)OC(=O)C1c2ccccc2Oc2ccccc21 (centres undefined)	5	.
COC(=O)C1=CN(CC2CCCO2)C=C(C(=O)OC)C1c1ccccc1C(F)(F)F (centres undefined)	8	.
C/C(=N/NC(=O)c1ccccc1O)c1ccc(N2C(=O)C3CCCCC3C2=O)cc1 (centres undefined)	8	.
CCOC(=O)N1CCN(C(=O)C2CCC(CNS(=O)(=O)c3ccc(Cl)cc3)CC2)CC1 (centres undefined)	-7	7
CCOc1ccc(N(C(=O)/C=C/C(=O)Nc2cc(C)on2)C(C(=O)NC2CCCC2)c2ccccc2C)cc1 (centres undefined)	3	.
CN(C)c1ccc(CNC2C3CC4CC(C3)CC2C4)cc1 (centres undefined)	0	.
CCCN(/C=N/c1sc2c(c1C#N)CCCCC2)CCC	7	.
Cc1c(CNC(=O)c2cnn3c2NC(c2ccccc2)CC3C(F)(F)F)cnn1C (centres undefined)	-15	-18
CCCn1c(SCC(=O)N2CCCc3ccccc32)nnc1-c1ccco1	-16	-5
Cc1ccc(C(=O)NCCn2cc(SCC(=O)Nc3cc(C)on3)c3ccccc32)cc1	-10	-27
CCCCc1ccc(-c2csc(/C(C#N)=C\c3ccc(C)o3)n2)cc1	-10	.
O=C(Nc1ccon1)c1ccc(Br)o1	8	-1
O=C(NCc1cccnc1)C1CCCN(S(=O)(=O)c2ccc(Cl)cc2)C1 (centres undefined)	2	-2
Cc1nc(-c2ccc(Cl)cc2)sc1C1(C)CC(c2ccccc2Br)=NO1 (centres undefined)	-1	.
Cc1cc(C)cc(OCC(=O)Nc2cccc(-c3nc4ncccc4o3)c2)c1	-6	-8
C(=C/c1ccnc2nc(SC/C=C/c3ccccc3)nn12)/c1ccccc1	6	.
Cc1ccccc1OCC(=O)NN1Cc2ccccc2C1=N	-4	.
CC(C)(C)c1[nH]nc2c1C(C1C=CCCC1)C(C#N)=C(N)O2 (centres undefined)	-14	.
Cc1cc(C(=O)N/N=C/c2cccnc2)c(C)o1	12	.
CCOC(=O)Cc1csc(NC(=O)c2cccs2)n1	-11	-5
CC1CCN(c2[nH]c(=S)c(C#N)c3c2CCCC3)CC1	17	47
O=C(Cc1ccccc1)NCc1ccc2c(c1)OCO2	0	.
CC1Cc2nc(SCC(N)=O)n(C)c(=O)c2S1 (centres undefined)	-7	-4
CCOC(=O)C(CCCCOc1ccc([N+](=O)[O-])cc1)C(=O)OCC	-14	.
CCn1cc(C(=O)NCCCOC)c(=O)c2cc(S(=O)(=O)N(C)C)ccc21	10	-5
COc1cc(/C=C/c2ccc3cccc(OC)c3n2)c(OC(C)=O)c([N+](=O)[O-])c1	26	.
c1ccc(-c2nc3cc4ccccc4cc3[nH]2)nc1	-4	.
COc1ccc(C2/C=C\CN(S(=O)(=O)c3cccs3)CC(=O)N2Cc2ccc(F)cc2)cc1 (centres undefined)	-19	.
CCN(CC)C(=O)CSc1nc(O)c(Cc2ccccc2)c(=O)n1-c1ccccc1	-11	.
Cn1c(=O)cc(SCC(=O)Nc2ccccn2)c2ccccc21	0	-1
C=CCc1cc(OC)ccc1OCC(O)CN1CCN(c2ccc(OC)cc2)CC1 (centres undefined)	-6	5
Cn1c2c(c(=O)n(C)c1=O)C(c1ccccc1Cl)CC(=O)N2 (centres undefined)	?	.
CCCCNC(c1ccccc1)c1ccncc1 (centres undefined)	-16	.
CN(C)C(=O)CN(c1ccc2c(c1)OCO2)S(C)(=O)=O	-11	.
CCOC(=O)Cc1nnc(NC(=O)CSc2ccc(Cl)cc2)s1	-13	.
C=CCC(CC=C)(NC(=O)c1ccccc1)c1ccccc1	8	.
Cc1ccc(S(=O)(=O)c2c(C)cc(C)nc2Oc2cccc(C(F)(F)F)c2)cc1	-13	.
CCc1nnc(NC(=O)c2ccc(S(=O)(=O)N(CC)Cc3ccccc3)cc2)o1	13	22
CCCCOC(=O)C(C#N)c1nc2ccccc2nc1N1CCN(Cc2ccc3c(c2)OCO3)CC1 (centres undefined)	-4	25
O=C(CCn1nnc2ccccc21)N1CCN(c2ccccc2)CC1	.	-2
C=CCN1C(=O)CN=C1Nc1cc(C)cc(C)c1	1	9
COc1cccc(-c2csc3nnc(SCC(=O)c4ccc(NC(C)=O)cc4)n23)c1	-6	1
Cc1onc(-c2ccccc2)c1C(=O)NC(C)C1CCCO1 (centres undefined)	-10	-3

Profiles, quoted from the list. Screens in order: RmlCD inh mix | RT RNaseH block
Shown for CCOC(=O)N1CCN(C(=O)C2CCC(CNS(=O)(=O)c3ccc(Cl)cc3)CC2)CC1 (centres undefined) : -7 | 7
Shown for O=C(N/N=C1/CN2CCC1CC2)c1cccc(O)c1 : 7 | .
Shown for Cc1ccc(Cn2ncc3c(NCCCN4CCOCC4)ncnc32)cc1 : 6 | -5
Shown for CCc1nnc(NC(=O)c2ccc(S(=O)(=O)N(CC)Cc3ccccc3)cc2)o1 : 13 | 22
Shown for CCCCNC(c1ccccc1)c1ccncc1 (centres undefined) : -16 | .

Continued:
SMILES	RmlCD inh mix	RT RNaseH block
COc1ccc(OCC(=O)N2CCN(C(=O)COc3ccc(Br)cc3)CC2)cc1	10	-2
c1csc(Cn2c(-c3cccs3)nc3ccccc32)c1	-12	-107
O=C(COC(=O)c1ccco1)NCC1CCCO1 (centres undefined)	27	3
CC1CC(C)CN(CCCNC(=O)Cn2ncc3c(=O)oc4ccccc4c32)C1 (centres undefined)	5	-3
CCC(=Nc1ccc(OC)cc1OC)c1c(O)n(C)c(=O)n(C)c1=O	-10	-8
O=C(O)c1cccc(O)c1O	3	.
Cc1cccc(OCc2nnc(SCc3nc4cc(C(F)(F)F)ccc4c(=O)[nH]3)o2)c1	-8	37
CCCC(=O)c1ccc(N2CCN(C(=O)c3ccc(Br)cc3)CC2)c(F)c1	5	-23
C/C(=C\C(=O)c1ccccc1)Nc1ccc(Cl)c(Br)c1	-12	.
Cn1cnc2nc3n(c2c1=O)CCC3	-6	0
CCn1c(SCC(=O)Nc2ccccc2OC)nc2ccccc2c1=O	-10	.
O=C(Nc1cc(=O)[nH]c2ncnn12)c1ccc(Cl)cc1Cl	0	.
COc1ccc(NC(=O)CSc2nc3ccccc3c(=O)n2CCNC(C)=O)c(OC)c1	4	3
COCc1cc(C)nc(NCCc2ccccc2)c1C#N	-4	.
Cn1c(=O)n(C)c2cc(/C=N/n3cnnc3)ccc21	14	59*
O=C(CSc1ncnc2sc3c(c12)CCCC3)c1ccccc1	-12	.
Cc1ccc(-n2c(SCC(=O)NCc3ccco3)nnc2-c2cccnc2)c(C)c1	7	-24
Cn1cccc1/C=C1\SC(=O)N(CC(=O)Nc2ccc(Cl)cc2)C1=O	-13	.
CCCCC(=O)Nc1cccc(-c2cn3ccsc3n2)c1	-3	-3
COc1ccc(OC)c(NC(=O)CSc2nc3cccnc3n2C)c1	-10	-13
CCOc1cc(C2Nc3cccc4cccc(c34)N2)ccc1O	-7	.

Structural class, the compounds so far containing bromine (eight)
SMILES	RmlCD inh mix	RT RNaseH block
Cn1c(SCc2ccc(Br)cc2)nnc1-c1ccncc1	-6	-4
COc1ccccc1NC(=O)COc1ccc(Br)cc1CO	2	.
O=c1c2cc(Br)ccc2nc(-c2cccc(C(F)(F)F)c2)n1O	2	.
O=C(Nc1ccon1)c1ccc(Br)o1	8	-1
Cc1nc(-c2ccc(Cl)cc2)sc1C1(C)CC(c2ccccc2Br)=NO1 (centres undefined)	-1	.
COc1ccc(OCC(=O)N2CCN(C(=O)COc3ccc(Br)cc3)CC2)cc1	10	-2
CCCC(=O)c1ccc(N2CCN(C(=O)c3ccc(Br)cc3)CC2)c(F)c1	5	-23
C/C(=C\C(=O)c1ccccc1)Nc1ccc(Cl)c(Br)c1	-12	.

Screens (PubChem BioAssay)

Only part of the results is shown; count on the stated rates, not on these rows.
